TNAP Pi inh = inhibitors of human tissue-nonspecific alkaline phosphatase | P05186 | purified TNAP, pNPP, malachite green phosphate absorbance | inhibition, % at 20 µM | 21,000 tested, under 10 active
Target sequence (P05186 whole entry, looked up): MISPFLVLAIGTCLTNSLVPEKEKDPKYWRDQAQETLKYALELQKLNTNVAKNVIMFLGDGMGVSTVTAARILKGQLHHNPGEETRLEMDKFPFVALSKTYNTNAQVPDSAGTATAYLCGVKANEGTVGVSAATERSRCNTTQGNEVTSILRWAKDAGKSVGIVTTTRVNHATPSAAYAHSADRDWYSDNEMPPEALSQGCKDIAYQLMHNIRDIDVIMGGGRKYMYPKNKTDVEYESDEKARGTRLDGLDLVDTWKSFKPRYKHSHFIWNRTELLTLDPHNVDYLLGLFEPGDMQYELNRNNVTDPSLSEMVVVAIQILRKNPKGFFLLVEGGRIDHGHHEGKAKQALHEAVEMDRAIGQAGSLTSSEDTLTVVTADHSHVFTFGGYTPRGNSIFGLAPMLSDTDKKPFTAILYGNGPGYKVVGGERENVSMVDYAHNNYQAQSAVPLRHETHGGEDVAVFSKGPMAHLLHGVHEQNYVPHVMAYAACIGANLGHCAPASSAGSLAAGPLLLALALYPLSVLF
TNAP inh pNP = inhibitors of human tissue-nonspecific alkaline phosphatase | 21,000 tested, under 10 active | P05186 | purified TNAP, pNPP hydrolysis, absorbance 405 nm | inhibition, % at 20 µM;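 also: 0% = DMSO only wells and 100% = 1 mM levamisole wells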
* marks the source's active call; other numbers are inactive results.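 The calls were made as follows: active = inhibition above 50% at the 20 µM single-dose screen; inactive = the rest.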 Only part of the results is shown (hit frequency here may not be typical).

The opening 4 compounds as a preview:
COc1cc(C2Oc3cc(C4Oc5cc(O)cc(O)c5C(=O)C4O)ccc3OC2CO)ccc1O (centres undefined)
  TNAP Pi inh: 6 | TNAP inh pNP: 4
CC(C)(C)NCC(O)COc1cccc2c1C[C@H](O)[C@H](O)C2 (some centres undefined)
  TNAP Pi inh: 0 | TNAP inh pNP: 0
CCCCN(CCCC)CCCOC(=O)c1ccc(N)cc1
  TNAP Pi inh: 12 | TNAP inh pNP: 5
CC1(C)O[C@@H]2C[C@H]3[C@@H]4C[C@H](F)C5=CC(=O)C=C[C@]5(C)[C@@]4(F)[C@@H](O)C[C@]3(C)[C@]2(C(=O)CO)O1
  TNAP Pi inh: 8 | TNAP inh pNP: 5

Results, from the start:
COc1cc(C2Oc3cc(C4Oc5cc(O)cc(O)c5C(=O)C4O)ccc3OC2CO)ccc1O (centres undefined)
  TNAP Pi inh: 6 | TNAP inh pNP: 4
CC(C)(C)NCC(O)COc1cccc2c1C[C@H](O)[C@H](O)C2 (some centres undefined)
  TNAP Pi inh: 0 | TNAP inh pNP: 0
CCCCN(CCCC)CCCOC(=O)c1ccc(N)cc1
  TNAP Pi inh: 12 | TNAP inh pNP: 5
CC1(C)O[C@@H]2C[C@H]3[C@@H]4C[C@H](F)C5=CC(=O)C=C[C@]5(C)[C@@]4(F)[C@@H](O)C[C@]3(C)[C@]2(C(=O)CO)O1
  TNAP Pi inh: 8 | TNAP inh pNP: 5
CCCC(=O)O[C@]1(C(=O)COC(C)=O)CC[C@H]2[C@@H]3C[C@H](F)C4=CC(=O)C=C[C@]4(C)[C@@]3(F)[C@@H](O)C[C@@]21C
  TNAP Pi inh: 10 | TNAP inh pNP: 5
CCCCCCCCCCCCCCCC(O)C(N)CO (centres undefined)
  TNAP Pi inh: -24 | TNAP inh pNP: 1
CCN(CCCCOC(=O)c1ccc(OC)c(OC)c1)C(C)Cc1ccc(OC)cc1 (centres undefined)
  TNAP Pi inh: 5 | TNAP inh pNP: 3
CCCC(=O)O[C@]1(C(=O)CCl)[C@@H](C)C[C@H]2[C@@H]3CCC4=CC(=O)C=C[C@]4(C)[C@@]3(F)C(=O)C[C@@]21C
  TNAP Pi inh: -34 | TNAP inh pNP: -4
CCCOc1ccc2nc(NC(=O)OC)[nH]c2c1
  TNAP Pi inh: 6 | TNAP inh pNP: 0
N=c1nc(N2CCCCC2)cc(N)n1O
  TNAP Pi inh: -4 | TNAP inh pNP: 6
